OX1R antag-1 = OX1R (HCRTR1) antagonists, primary screen, fluorescence, CHO/OX1R cells, Fluo-8 calcium, orexin A; Orexin/Hypocretin receptor type 1 (Homo sapiens), O43613; Fluo-8 calcium fluorescence; inhibition, % at 5 µM; actives 0.43% (n = 330,000); AID 434989, 2010;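 active = inhibition above its plate's threshold, mean inhibition of all tested compounds on the plate plus 3 SD, cut at about 37% in these data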;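 also: 0% = orexin A challenge wells and 100% = SB-334867-A antagonist wells; not every result past the cut was called active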
Target sequence (O43613 whole entry, looked up): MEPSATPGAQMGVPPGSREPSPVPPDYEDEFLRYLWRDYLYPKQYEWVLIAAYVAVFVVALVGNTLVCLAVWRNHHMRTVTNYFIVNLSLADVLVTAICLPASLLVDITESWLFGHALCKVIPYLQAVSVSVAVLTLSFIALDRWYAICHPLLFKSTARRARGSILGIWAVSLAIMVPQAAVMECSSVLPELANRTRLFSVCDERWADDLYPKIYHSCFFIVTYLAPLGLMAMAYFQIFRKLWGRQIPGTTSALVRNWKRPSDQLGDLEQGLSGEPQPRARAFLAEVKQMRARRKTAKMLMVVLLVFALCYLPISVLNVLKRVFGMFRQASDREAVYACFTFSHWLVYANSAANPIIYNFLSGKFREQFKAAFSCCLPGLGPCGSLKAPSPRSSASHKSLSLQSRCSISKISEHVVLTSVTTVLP
OX1R antag-2 = antagonists of human orexin 1 receptor (OX1R); Orexin/Hypocretin receptor type 1 (Homo sapiens), O43613; OX1R-expressing cells, FRET antagonist read-out; inhibition, % at 6.6 µM; actives 1.8% (n = 330,000); AID 485270, 2010; in the data active = inhibition mostly above about 38%, no sharp cut-off; inactive = mostly below about 40%;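 also: 0% = agonist challenge alone and 100% = reference antagonist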
Numbers without * were called inactive.

OX1R antag-1	OX1R antag-2	structure
-18	26	Cc1cc(C)nc(SCC(=O)N/N=C/C=C/c2ccccc2)n1
-6	6	Cc1ccc(NC(=S)N(CCCN(C)C)Cc2cc3cc4c(cc3[nH]c2=O)OCO4)cc1
3	-1	Cc1cccc(NC(=O)CN(C)C(=O)C2CCCC2)c1C
-6	4	Cc1ccccc1NS(=O)(=O)c1ccc(F)cc1
-9	12	Cc1cc(C)cc(Nc2nc(-c3ccc(S(=O)(=O)N4CCCC4)cc3)cs2)c1
1	0	O=C(Nc1cccnc1)c1cccnc1
-19	17	CCCCCNCc1ccc(Cl)cc1
-5	17	COc1ccccc1Oc1nnnn1-c1ccc(C(N)=O)cc1
-21	7	Cn1ccnc1C1CCCCN1Cc1nc(Cc2ccccc2F)no1 (configuration not stated)
-33	6	CCCc1nnc(NC(=O)CCC(=O)N2CCN(CCOc3ccc(C)cc3)CC2)s1
12	10	Nc1nc(-c2ccccc2)cn1N
-30	18	CCOc1c(Br)cc(C(N)=O)cc1OCc1ccccc1
-1	7	C/C=C\C=C/C(=O)Nc1cccc(C2=NOC3(C2)C[C@@H](C(N)=O)N(C(=O)[C@H]2CCC(=O)N2)C3)c1 (some centres not stated)
-38	13	Cc1cccc(N2CCN(C(=O)CCCCCn3c(=S)[nH]c4ccc(N5CCOCC5)cc4c3=O)CC2)c1C
-1	7	CS(=O)(=O)N1CC(C(=O)O)Oc2ccc(CC(=O)O)cc21 (configuration not stated)
-15	-9	CC(=O)NN1C(=O)c2ccccc2NC1c1ccccc1O (configuration not stated)
6	27	CN(C)S(=O)(=O)c1cccc(CSCc2cccc(S(=O)(=O)N(C)C)c2)c1
2	21	Cc1ccc(OCCCCn2cnc3ccccc32)c(C)c1
-13	16	O=C(O)C1C2C=CC(O2)C1C(=O)NC1CCCc2ccccc21 (configuration not stated)
10	7	Cc1cccc(C(=O)Nc2ccc(N3CCN(S(C)(=O)=O)CC3)cc2)c1
-2	24	Cc1ccc(NC(=O)C(=O)NNC(=O)c2cccs2)cc1
-23	4	COc1ccc(NC(=S)Nc2cccc(C(C)=O)c2)cc1OC
-30	5	Cc1nc(Cc2nnc(SCc3nc(N)nc(Nc4ccccc4C)n3)o2)cs1
-5	8	COC(=O)C(C)n1cnc2c(nnn2-c2ccc(C)cc2)c1=O (configuration not stated)
-9	20	O=C(Nc1ccc(F)cc1)C(=O)C1C(=O)Nc2ccccc21 (configuration not stated)

The final 5 entries of the section above lead into the next.
OX1R antag-1	OX1R antag-2	structure
-2	24	Cc1ccc(NC(=O)C(=O)NNC(=O)c2cccs2)cc1
-23	4	COc1ccc(NC(=S)Nc2cccc(C(C)=O)c2)cc1OC
-30	5	Cc1nc(Cc2nnc(SCc3nc(N)nc(Nc4ccccc4C)n3)o2)cs1
-5	8	COC(=O)C(C)n1cnc2c(nnn2-c2ccc(C)cc2)c1=O (configuration not stated)
-9	20	O=C(Nc1ccc(F)cc1)C(=O)C1C(=O)Nc2ccccc21 (configuration not stated)
-23	5	CC1CCCN(Cc2ccc(OCc3ccccc3)cc2)C1 (configuration not stated)
-35	8	COc1ccc(N(Cc2cc3ccc(C)cc3[nH]c2=O)S(=O)(=O)c2ccccc2)cc1
-11	1	NC(=O)CC(NC(=O)Cc1ccc(Br)cc1)c1ccc(N2CCc3ccccc3C2)c([N+](=O)[O-])c1 (configuration not stated)
4	20	CCc1ccccc1NS(=O)(=O)c1ccc2[nH]cc(C(=O)NCc3ccco3)c(=O)c2c1
-34	9	Cc1ccc(Nc2nnc(SC(C)C(=O)NC3CC3)s2)cc1 (configuration not stated)
-24	3	Cc1cc(C)cc(N(CC(=O)NC2CCCC2)C(=O)CCC(=O)Nc2cc(C)ccn2)c1
-19	15	Oc1ccc(N2CCN(c3nnnn3-c3ccccc3)CC2)cc1
-19	12	O=C(CSc1nnc(-c2ccncc2)o1)N1CCc2ccccc2C1
-5	21	N=C1C2=C3Sc4ccccc4N3CCCC2=NN1c1cccc(S(=O)(=O)O)c1
-30	43	Cc1ccc(NC(=O)c2cc([N+](=O)[O-])ccc2N2CCOCC2)cc1S(=O)(=O)N(C)C
-23	25	CCc1ccccc1NC(=O)Cn1ccn(-c2ccc(OC)cc2)c(=O)c1=O
3	4	CCOC(=O)N1CCN(CC(=O)Nc2c(C(=O)OC)[nH]c3cccc(Cl)c23)CC1
-15	28	Cn1c(N)c(C(=O)COC(=O)COc2ccc3ccccc3c2)c(=O)n(C)c1=O
-6	5	c1ccc(-c2nc3ccccc3nc2N2CCOCC2)cc1
-23	3	O=C(CCn1c(=S)oc2ccccc21)Nc1ccccc1F
0	11	Cc1nc(C)c(NC(=O)OC(C)C)cc1NC(=O)OC(C)C
-18	5	CN(C(=O)CSC1=NC2C(N=N1)c1cc(Br)ccc1N2C)C1CCCCC1 (configuration not stated)
-5	8	O=C1CSC(=S)N1CC1CCCO1 (configuration not stated)
1	8	COc1cccc(NC(=O)C(c2ccccc2)N2CCN(CC(=O)N3CCOCC3)CC2)c1 (configuration not stated)
-20	8	O=C(NC1CC2CCC(C1)N2Cc1ccccc1)c1ccccc1Br (configuration not stated)
-20	5	Cc1ccccc1-n1ncc2c1CC(C)(C)CC2NC(=O)CCC1=NNC(=O)CC1 (configuration not stated)
-7	21	Cc1ccc([N+](=O)[O-])cc1N
-14	52*	O=c1[nH][nH]c(=O)c2cc([N+](=O)[O-])ccc12
-9	2	CN(CC(=O)Nc1ccc2c(c1)OCCO2)Cc1nc2ccccc2c(=O)[nH]1
-3	26	COc1ccc(S(=O)(=O)N2CN(CCc3ccc(OC)c(OC)c3)c3nc4ccccc4nc32)cc1

Three entries already listed, ordered by formula weight, ascending.
OX1R antag-1	OX1R antag-2	structure
-23	5	CC1CCCN(Cc2ccc(OCc3ccccc3)cc2)C1 (configuration not stated)
-24	3	Cc1cc(C)cc(N(CC(=O)NC2CCCC2)C(=O)CCC(=O)Nc2cc(C)ccn2)c1
-18	5	CN(C(=O)CSC1=NC2C(N=N1)c1cc(Br)ccc1N2C)C1CCCCC1 (configuration not stated)

Three of the entries above in order of their number in OX1R antag-1, descending.
OX1R antag-1	OX1R antag-2	structure
3	4	CCOC(=O)N1CCN(CC(=O)Nc2c(C(=O)OC)[nH]c3cccc(Cl)c23)CC1
-15	28	Cn1c(N)c(C(=O)COC(=O)COc2ccc3ccccc3c2)c(=O)n(C)c1=O
-19	15	Oc1ccc(N2CCN(c3nnnn3-c3ccccc3)CC2)cc1

(more compounds)
OX1R antag-1	OX1R antag-2	structure
-42	-4	Cc1ccc(C)c(Nc2c([N+](=O)[O-])ccc3nonc23)c1
-8	19	O=c1c2c3c(sc2nc2n1CCCCC2)CCCC3
-24	3	Cc1ccc(S(=O)(=O)NCC(=O)N(CC(=O)NCc2ccco2)Cc2ccc3c(c2)OCO3)cc1
-18	12	Cc1cccn2c(=O)c3cc(S(=O)(=O)c4ccccc4)c(=N)n(CC4CCCO4)c3nc12 (configuration not stated)
-36	10	OCCC#Cc1ccc(CN2CCN(Cc3ccsc3)C(CCO)C2)cc1 (configuration not stated)
-11	23	Cc1cnc(CN(C)C(=O)C2CCC(=O)N(CCc3cccc(F)c3)C2)[nH]1 (configuration not stated)
-3	23	O=C(Nc1cccc2nsnc12)c1ccc(F)cc1
-21	1	CCCc1[nH]n(-c2nc3ccccc3s2)c(=O)c1C=NCCCN(CC)CC
-21	14	O=C(NC(c1ccccc1)c1ccccn1)c1cccc([N+](=O)[O-])c1 (configuration not stated)
-18	16	CC1CCCN(Cc2cccc(Oc3ccccc3)c2)C1 (configuration not stated)
-16	14	CCOC(=O)C1CCN(C(=O)CN(c2ccc(Cl)c(C(F)(F)F)c2)S(C)(=O)=O)CC1
-14	17	COC(=O)c1ccccc1NC(=O)C1CC(=O)N(c2ccc(C)cc2)C1 (configuration not stated)
-23	11	CC(C)NC(=S)N/N=C1\CCCCC1C1CCCCC1 (configuration not stated)
-21	11	Cc1cc(C(=O)C(C)OC(=O)c2ccc(NC(=O)CC#N)cc2)c(C)n1-c1ccccc1 (configuration not stated)
-18	10	CCCN(CCC)Cc1cc(=O)oc2cc3c(cc12)CCC3
-6	27	S=C(NC1CCCC1)N1CCN(c2ccccn2)CC1
-17	-1	COc1cccc2cc(CC(=O)c3ccccc3)c(=O)oc12
-11	4	Nc1ccc(S(N)(=O)=O)cc1N
3	7	COc1cccc(NC(=O)CN(C)C(=O)Cn2cnc3ccccc3c2=O)c1
6	7	O=C(OCC#CCSc1nnc(-c2cccc3ccccc23)o1)c1ccc(Cl)cc1
-4	15	O=C(c1ccc(=O)[nH]c1)N1CCN(S(=O)(=O)c2ccc3ccccc3c2)CC1
0	2	Cc1ccc2oc(=S)n(C)c2c1
-25	7	CCc1cccc(NC2c3ccccc3C(=O)N2c2cccnc2)c1 (configuration not stated)
-24	23	COc1ccc(-c2noc(CN3CCOCC3)n2)cc1OC
-11	2	CCOC(=O)C(=CNNc1ccsc1C(=O)OC)C(=O)OCC

Compound profiles (already shown). Values in the order: OX1R antag-1, OX1R antag-2
O=C(NC(c1ccccc1)c1ccccn1)c1cccc([N+](=O)[O-])c1 (configuration not stated) reads -21, 14
CCOC(=O)C1CCN(C(=O)CN(c2ccc(Cl)c(C(F)(F)F)c2)S(C)(=O)=O)CC1 reads -16, 14
CCCc1[nH]n(-c2nc3ccccc3s2)c(=O)c1C=NCCCN(CC)CC reads -21, 1

(cont.)
OX1R antag-1	OX1R antag-2	structure
-7	10	Cc1cc(C)c2nc(N3CCC(C(=O)NCc4cccnc4)CC3)sc2c1
-36	0	CCN(CC)C(=O)[C@H]1C[C@H](CC(=O)NCc2ccc(OC)c(OC)c2)C(=O)N2CCc3c([nH]c4ccc(Cl)cc34)[C@]12C
-5	22	CCO[C@@H]1OC(C(N)=O)=C[C@H](c2ccccc2)[C@H]1CCCO
4	4	Cc1ccc(SCC(=O)Nc2ccc(S(N)(=O)=O)cc2)cc1
-18	0	CCN(CC)CCC#CC1(O)c2ccccc2-c2ccccc21
-12	19	CCc1ccccc1NC(=O)/C(=C/c1ccco1)c1ccccc1
-17	9	Cc1ccc(-n2c(SCC3CCCCO3)nnc2-c2ccco2)cc1 (configuration not stated)
0	26	O=C(Cc1cccc(NC(=O)C2CCCN(C(=O)CCc3ccccc3)C2)c1)Nc1cccc(C(=O)N2CCCC2)c1 (configuration not stated)
-28	21	CC(C)Oc1ccccc1/C=N/Nc1ccccc1[N+](=O)[O-]
-1	21	CCCn1c(N)c(C(=O)CSc2nnc(-c3cccnc3)n2-c2ccc(C)cc2C)c(=O)[nH]c1=O
-9	23	Cc1ccccc1OC1CCN(C(=O)C2CCC(=O)N(C3CCCC3)C2)CC1 (configuration not stated)
-13	59*	COc1cccc(/C=N/NC(=O)CSCC(=O)Nc2ccccc2)c1O
-17	12	CN(Cc1cccnc1)C(=O)CNC(=O)COc1ccccc1
-18	5	CC1CC(C)CN(CCOc2cccc(Cl)c2Cl)C1 (configuration not stated)
-23	10	Cc1onc(-c2ccccc2Cl)c1C(=O)Nc1ccc(F)c(F)c1
-10	-4	CN(c1ccccc1)S(=O)(=O)c1ccc(C(=O)NNC(=O)c2ccccc2)cc1
-33	19	O=C(CN(c1ccccc1)S(=O)(=O)c1ccc(Cl)cc1)Nc1ccccc1C(=O)N1CCCC1
-4	19	CC(=O)c1ccc(C)cc1OC(=O)c1cccc(F)c1
-1	3	CC(C)[C@H](NC(=O)c1ccccc1)C(=O)OCC(=O)NCC1CCCO1 (some centres not stated)
-13	12	O=[N+]([O-])c1ccccc1-c1ccc(C(=S)N2CCN(c3ccccc3)CC2)o1
41*	46	O=C(Nc1ccc(Cl)cc1)Nc1nc(-c2ccccc2O)cs1
-31	2	O=C(NCCC1=CCCCC1)C1CCN(S(=O)(=O)c2cccc(C(F)(F)F)c2)CC1
-9	7	N#Cc1c(-c2ccncc2)c2c([nH]c1=S)CCCC2
-14	5	O=C(CCc1nnc2ccc(NCc3ccccc3Cl)nn12)NCC1CCN(C2CCCC2)C1 (configuration not stated)

Compounds were not picked by outcome; about 2% have a hit in one of these screens.
